WRN helicase inh: inhibitors of human WRN helicase. Potency, µM (top dose mostly 114 µM), inactives show at the highest dose activity change, negative = inhibition, usual class: inhibitors. hit rate 0.46% among 360,000. Q14191. WRN helicase unwinding, fluorescent forked duplex, kinetic. AID 651768; also: potency is read from the fitted curve at half-maximal effect; % is scaled to controls: 0 for no effect and ±100 for the full control effect; nearly all actives have a fitted effect of over 55% in size
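Enzyme (20 nM final) and test compound sit together 15 min at room temperature before substrate addition. Substrate is a single-forked duplex oligonucleotide (100 nM) labelled with fluorophore and quencher, with 2 mM ATP; helicase unwinding raises red fluorescence, read kinetically.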
EPAC1 antag: antagonists of human EPAC1; O95398; AID 720709; EPAC1 GEF assay, Rap1b-BODIPY-GDP exchange fluorescence; Potency, µM (series often up to 115 µM), without a hit: at the top dose activity change, negative = inhibition, actives largely listed as inhibitors; hit rate 0.14% among 360,000;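 also: potency is read from the fitted curve at half-maximal effect; plate controls were vehicle for no effect and positive control for full effect; nearly all actives have a fitted effect of over 50% in size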
IL2 activator: IL-2 activation. IL-2 activation reporter assay, cell-based qHTS; stimulated with anti-CD3/CD4/CD28 beads; in transgenic mouse T cells. activation, % (series mostly up to about 46 µM). hit rate 0.065% among 360,000; in the data active = activation above about 50%; inconclusive = mostly about 30% to 49%; also: 0% is about no effect
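EGFP and DsRed fluorescence is measured by plate cytometry in unstimulated transgenic mouse T cells exposed to compound for 60 minutes, then stimulated 18 hours at 37 degrees C with anti-CD3/anti-CD4 beads plus anti-CD28.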
PI5P4Ka inh: PI5P4K alpha (human) kinase inhibition. hit rate 1.2% among 330,000. P48426. PI5P4Kalpha enzyme, ADP-Glo luminescence, 60 min; active compounds read low. AID 652105. max response, %; active = max response of -50% or lower; inconclusive = between -30% and -50%; inactive = -30% or higher; also: value at the top dose of about 77 µM; % is scaled to controls: 0 for no effect and ±100 for the full control effect
Target sequence (P48426 whole entry, looked up): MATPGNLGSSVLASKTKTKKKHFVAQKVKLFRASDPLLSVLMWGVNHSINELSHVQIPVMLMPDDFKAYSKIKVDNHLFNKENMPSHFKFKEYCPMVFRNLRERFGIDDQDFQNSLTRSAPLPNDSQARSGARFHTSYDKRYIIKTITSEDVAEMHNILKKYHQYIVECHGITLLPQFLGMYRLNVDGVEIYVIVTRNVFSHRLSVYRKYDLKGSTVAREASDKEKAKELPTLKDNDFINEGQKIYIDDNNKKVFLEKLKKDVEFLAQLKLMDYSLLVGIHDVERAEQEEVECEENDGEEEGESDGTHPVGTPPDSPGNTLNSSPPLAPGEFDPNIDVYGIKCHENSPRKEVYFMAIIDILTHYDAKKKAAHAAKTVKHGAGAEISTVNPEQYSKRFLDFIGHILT
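Quantitative HTS of the MLSMR library against PI5P4Kalpha with substrate. ATP added last at 5 microM final; room temperature, 60 minutes. Remaining ATP depleted, ADP converted and read as luminescence.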
FUS yeast rescue: FUS proteinopathy suppression in yeast | S. cerevisiae FUS-expressing, growth rescue, OD600, 24 h | Potency, µM (highest dose often 76.6 µM), for the others: at the highest dose growth rescue (activation), most hits filed as activators | hit rate 0.24% among 390,000;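 also: potency is read from the fitted curve at half-maximal effect; plate controls were DMSO vehicle for no effect and reference control for full effect; nearly all actives have a fitted effect of over 55% in size; some results filed as inactive show a strong effect at the top dose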
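Toxicity suppression screen in FUS-yeast. Cells induced with 2% galactose, starting OD 0.005, treated 24hr at 30C with compounds at multiple final concentrations; growth by OD600.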
EPAC1 agonist: EPAC1 (human) agonism; EPAC1 agonist qHTS, biochemical assay; response scale: 100% = response to 6.5 mM cAMP; Potency, µM (top dose mostly 154 µM), without a hit: top-dose activation, hits mostly activators; O95398; AID 720707; hit rate 0.073% among 360,000; also: potency is read from the fitted curve at half-maximal effect; nearly all actives have a fitted effect of over 60% in size
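Fluorescent GDP-exchange assay: 100 nM EPAC1 with 250 nM Rap1B preloaded with BODIPY-GDP and 50 uM GDP; compounds tested as concentration series, 5 min at room temperature, then read every 5 min for 30 min (ex 480/em 540 nm); normalized to 6.5 mM cAMP.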
PLK1 PBD block: blocks phosphopeptide binding to human PLK1 polo-box domain; hit rate 2.8% among 360,000; Plk1 PBD binding of FITC phosphopeptide, fluorescence polarization; P53350; Potency, µM, without a hit: max response, negative = inhibition, hits mostly inhibitors; AID 720504; also: potency is read from the fitted curve at half-maximal effect; series mostly up to about 57 µM; % is scaled to controls: 0 for no effect and ±100 for the full control effect; nearly all actives have a fitted effect of over 65% in size
Target sequence (P53350 whole entry, looked up, the tested form may be a part): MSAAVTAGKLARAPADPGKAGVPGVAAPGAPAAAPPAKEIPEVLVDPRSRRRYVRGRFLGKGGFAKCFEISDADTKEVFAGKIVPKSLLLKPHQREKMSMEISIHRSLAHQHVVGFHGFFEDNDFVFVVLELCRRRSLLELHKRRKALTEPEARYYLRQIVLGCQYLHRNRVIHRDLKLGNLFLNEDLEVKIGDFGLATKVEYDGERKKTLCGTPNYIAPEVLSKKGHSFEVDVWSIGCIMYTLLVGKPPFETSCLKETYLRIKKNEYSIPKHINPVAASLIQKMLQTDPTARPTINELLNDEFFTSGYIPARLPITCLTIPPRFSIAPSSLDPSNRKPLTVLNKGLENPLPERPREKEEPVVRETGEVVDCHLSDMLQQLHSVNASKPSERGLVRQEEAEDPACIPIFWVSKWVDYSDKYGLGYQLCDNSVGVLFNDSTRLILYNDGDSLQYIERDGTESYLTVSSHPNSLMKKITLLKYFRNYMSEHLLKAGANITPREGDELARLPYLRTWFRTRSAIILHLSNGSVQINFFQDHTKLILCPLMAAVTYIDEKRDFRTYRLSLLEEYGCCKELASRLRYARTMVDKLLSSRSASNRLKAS
Abeta yeast res: restores growth of yeast expressing A-beta42 peptide; yeast expressing A-beta42, growth rescue, OD600, 48 h; response scale: 0% DMSO, 100% iron-clioquinol control; Potency, µM (doses to about 46.1 µM), for the others: at the top dose growth rescue, usual class: activators; hit rate 0.063% among 410,000; also: potency is read from the fitted curve at half-maximal effect; nearly all actives have a fitted effect of over 55% in size
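Yeast growth medium received pinned compounds, then yeast cells expressing toxic A-beta were added; plates incubated at 30 C for 48 hr. Growth read as absorbance at 600 nm, normalized to DMSO and equimolar FeCl3 plus clioquinol controls.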
An asterisk follows results filed as active; ? = inconclusive; · = no result given; & = joins results of further samples; [ ] = remark or other dose. Unless noted, calls follow the shape of the dose curve; as a rule, active = well fitted curve in the direction sought with a large enough effect; inconclusive = small, poorly fitted or top-dose-only effect, or another doubt; inactive = no such curve, though single readings can be large; an effect the other way counts as inactive or inconclusive.

No.	Molecule	EPAC1 antag	Abeta yeast res	WRN helicase inh	IL2 activator	PI5P4Ka inh	FUS yeast rescue	PLK1 PBD block	EPAC1 agonist
1	COc1ccccc1NC(=O)c1ccc2c(O)c(S(=O)(=O)c3ccccc3)c(=O)[nH]c2c1	-0.4%	-0.2%	-1.9%	-1.3	-2.8	-6.3%	-14.0%	7.1%
2	COc1cc([N+](=O)[O-])cc(/C=N/NC(=O)C(C)Nc2cccc(C)c2)c1O (stereo not given)	-8.9%	-45.6%[inhibitor]	-32.5%	-0.4	-24.2	·	-9.8%	-4.6%
3	O=C(CCc1ccccc1)NNC(=O)COc1ccc(Br)cc1	-28.3%	-12.5%	-7.3%[11.6 µM]	-3.7	3.8	-1.1%	-4.6%	-6.2%
4	N/C(=N\OC(=O)c1cccc(Cl)c1)c1ccncc1	8.9%	-16.6%	5.0%	0.5	1.1	-31.2%	-9.1%	-3.3%
5	CCOC(=O)c1cc2c(OC)ccc(OC)c2n1CC(=O)c1ccccc1	-6.1%	-2.8%	-1.5%	-0.3	12.9	-27.0%	-9.8%	9.4%
6	CC(=O)NC(CC(=O)NCCN1C(=O)S/C(=C\c2ccccc2)C1=O)c1ccccc1 (stereo not given)	3.3%	-1.9%	-3.1%	-2.8	-5.0	-20.7%	-8.0%	9.8%
7	COc1ccc(NC(=O)CN(C)C(=O)c2cccc(S(=O)(=O)Nc3ccc(F)cc3)c2)cc1	-5.7%	-15.2%	0.1%	-3.6	-6.0	·	-5.9%	9.7%
8	O=C(O)CC1(CC(=O)NCc2ccc(-c3cccs3)cc2)CCCCC1	7.6%	5.8%	0.9%	-2.3	-10.2	35.9%	-6.1%	-9.2%
9	COc1cc(CNC(=O)CCn2nc(C)c3c(C)n(-c4ccccc4)nc3c2=O)cc(OC)c1OC	11.2%	16.0%	-5.7%	-0.4	6.1	-3.5%	-14.7%	6.8%
10	Clc1ccc(Oc2cnns2)c(Cl)c1	-4.2%	17.7%[9.22 µM]	-24.7%	20.5	-8.7	-53.1%[inhibitor]	-2.2%	2.8%
11	CCOc1c(OC)ccc2c3c(c(=O)oc12)CCCC3	9.1%	-0.1%	-2.1%	-2.2	·	12.3%	-9.7%	-0.5%
12	CS(=O)(=O)N(CC(=O)Nc1ccccc1C(=O)N1CCOCC1)c1ccc(F)c(Cl)c1	-2.9%	-9.9%	-3.5%	0.2	0.5	6.5%	1.6%	-5.4%
13	O=C(CSc1nc(C2CC2)nc2ccccc12)Nc1ccc2c(c1)OCCO2	7.7%	6.7%	-8.3%	1.1	·	12.3%	-2.4%	-6.7%
14	CCOC(=O)CN1C(=O)N[C@@H](c2ccccc2)[C@H](C(C)=O)[C@H]1C	-0.6%	4.8%	2.6%	0.0	-2.2	-4.3%	7.3%	2.0%
15	CN(C(=O)C1Cc2c(-c3ccccc3Oc3ccccc3)ccnc2O1)c1ccccc1 (stereo not given)	-15.8%	-4.8%	-9.7%	-0.6	-12.4	?	-2.4%	16.9%
16	Cc1cc(C)nc(CCNC(=O)c2cc(COc3ccc(F)cc3F)on2)n1	6.1%	-7.2%	3.5%	-1.4	-0.5	7.3%	4.9%	-5.3%
17	CC(C)(C)Nc1nc(Cl)nc(NCCN2CCOCC2)n1	-8.7%	4.8%	15.3%	1.5	5.1	-22.1%	-6.0%	6.3%
18	Cc1cc(/C=C2\SC(=Nc3ccccc3)NC2=O)c(C)n1-c1ccc(S(N)(=O)=O)cc1	-18.2%	14.0%[9.22 µM]	-29.4%	7.0	?	?	0.8%	11.3%
19	COc1ccc(NC2=CC(c3ccc(OC)c(OC)c3)N(c3ccc(OC)cc3)C2=O)cc1 (stereo not given)	-18.4%	-4.5%	-4.7%	-0.1	7.0	·	-16.2%	8.1%
20	Cc1noc(C)c1CSc1nnc(C)c(=O)[nH]1	0.8%	5.0%	-12.4%	-0.4	-9.9	-27.2%	-28.1%	1.6%
21	CC(C)CCN1C(=O)c2ccccc2C1C(=O)NCc1cccnc1 (stereo not given)	3.2%	14.0%	1.4%	0.2	-2.5	-6.0%	-0.8%	-1.9%
22	COc1ccc(-c2nnc(Nc3ccc(S(=O)(=O)Nc4nccs4)cc3)c3ccccc23)cc1	-16.3%	-1.1%	50.1µM*	-0.2	-23.8	5.3%	-23.1%	4.3%
23	COc1ccc(N(CCC(=O)O)S(=O)(=O)c2ccc(C)c(C)c2)cc1	-10.5%	2.3%	-4.4%	0.9	0.0	19.5%	-7.3%	4.9%
24	CC[C@@]12C(=O)N(c3cccc(Br)c3)C(=O)N1[C@H](c1ccc(OC)cc1)[C@@H]1C(=O)N(C(C)(C)C)C(=O)[C@@H]12	-5.4%	6.1%	-3.8%	-1.1	9.6	32.9%	4.3%	-9.6%
25	NCCOc1ccccc1Cc1ccccc1	-12.6%	5.7%	2.4%	0.2	12.7	4.2%	-6.6%	?
26	COC(=O)c1ccccc1NC(=O)CCCN1C(=O)C(c2ccccc2)Oc2cccnc21 (stereo not given)	10.5%	-11.5%&-7.1%	-4.5%	-1.1	5.6	17.9%&26.1%	-1.8%	1.7%
27	CCCc1cc(NCCCO)n2c(nc3ccccc32)c1C#N	2.1%	-9.3%	-15.2%	0.3	5.9	5.8%	2.6%	0.5%
28	Cc1[nH]nc(S(=O)CC(=O)O)c1[N+](=O)[O-] (stereo not given)	8.7%	-4.4%	-6.4%	0.9	-5.6	19.5%	-16.6%	-3.7%
29	COc1cc2nc(CN(C)Cc3ccc(F)cc3)[nH]c(=O)c2cc1OC	-7.4%	-11.8%	1.9%	0.0	0.3	3.4%	-17.5%	8.9%
30	Oc1ccc(/C=N/n2c(COc3ccccc3)n[nH]c2=S)c(O)c1	-1.4%	14.3%	-5.5%	2.1	?	-14.5%	?	-4.1%
31	COc1cccc(CC(=O)Nc2nc(-c3cccnc3)cs2)c1	16.1%	-14.2%	?	-4.2	-8.4	38.2%	?	2.3%
32	Cc1ccc(N(C(=O)CNC(=O)c2ccco2)C(C(=O)NC2CCCCC2)c2ccncc2)cc1F (stereo not given)	2.2%	-4.1%	-11.0%	-2.8	-1.1	-0.5%	-2.7%	-6.6%
33	CCN1C(=C(C#N)C#N)C=Cc2ccccc21	-3.7%	8.3%	7.7%	-0.2	-4.9	-36.7%	-7.8%	0.6%
34	Cc1cc(NS(=O)(=O)c2ccc(NS(=O)(=O)c3cc(C)c(Cl)cc3Cl)cc2)no1	?	12.4%	-6.1%	1.9	1.5	25.1%	0.1%	-3.6%
35	CCOc1ccc(Nc2c3c(nc4ncnn24)CC(C)CC3)cc1 (stereo not given)	10.5%	26.5%	4.7%	1.8	-4.9	6.8%	-7.1%	-0.6%
36	O=C(c1c(F)cccc1F)N1CCN=C1SCc1ccccc1	-10.6%	-16.7%	-4.4%	-4.4	9.6	-33.1%	-1.0%	14.8%

Complete entries as entered above. Screens in order: EPAC1 antag	Abeta yeast res	WRN helicase inh	IL2 activator	PI5P4Ka inh	FUS yeast rescue	PLK1 PBD block	EPAC1 agonist
O=C(c1c(F)cccc1F)N1CCN=C1SCc1ccccc1 reads -10.6%	-16.7%	-4.4%	-4.4	9.6	-33.1%	-1.0%	14.8%
O=C(O)CC1(CC(=O)NCc2ccc(-c3cccs3)cc2)CCCCC1 reads 7.6%	5.8%	0.9%	-2.3	-10.2	35.9%	-6.1%	-9.2%

More compounds follow:
No.	Molecule	EPAC1 antag	Abeta yeast res	WRN helicase inh	IL2 activator	PI5P4Ka inh	FUS yeast rescue	PLK1 PBD block	EPAC1 agonist
37	c1ccc2c(c1)nc(NCC1CCCO1)c1nnnn12 (stereo not given)	-14.7%	6.0%	2.5%	-2.5	-3.2	-25.6%	-5.6%	-29.2%
38	C=CCc1cccc(Cl)c1OCCON1C(=O)CCC1=O	11.8%	-9.1%	3.2%	-0.5	0.3	-6.6%	-0.9%	14.3%
39	COc1ccc(C(N)=S)cc1	6.5%	1.6%	0.4%	0.5	0.3	-0.8%	-12.4%	7.0%
40	COc1cccc(-c2cc(C(=O)Nc3ccncc3)c3ccccc3n2)c1	1.1%	7.9%	-30.3%	-4.8	3.8	38.5%	-8.6%	14.4%
41	CC(CCc1ccccc1)NS(=O)(=O)c1ccc(Cl)c(C(=O)O)c1 (stereo not given)	-6.0%	-16.1%	19.8%	0.1	-8.2	-10.6%	23.8µM*	-4.4%
42	CC(C)/C=N/Nc1nc(-c2ccc(Br)cc2)cs1	-3.7%	-0.4%	-24.3%	1.3	1.1	37.4%	-24.9%	-1.1%
43	c1ccc(OCc2cc(-c3ccccc3)no2)cc1	1.7%	7.1%	6.1%	-0.1	9.3	8.9%	-7.6%	5.2%
44	O=C(Nc1cc(C(F)(F)F)ccc1Cl)C1CCN(c2nnc(-n3cccc3)s2)CC1	-15.0%	-0.8%	-15.2%	0.8	-10.3	32.3%	-7.7%	-27.1%
45	O=C(N/N=C/c1cc([N+](=O)[O-])ccc1N1CCNCC1)c1ccc([N+](=O)[O-])cc1	8.9%	-6.1%	-14.3%	-2.0	·	25.2%	2.6%	-4.5%
46	Nc1[nH]c(C(=O)c2ccccc2)c(-c2ccccc2Br)c1C(=O)c1ccccc1	4.5%	2.5%	-5.1%	-0.2	-6.0	-3.5%	-0.6%	-16.3%
47	CCc1cccc(NC2c3ccccc3C(=O)N2c2ccc(C)cn2)c1 (stereo not given)	-12.5%	-13.9%	-5.7%	-2.6	11.8	?	-7.0%	-9.6%
48	CN(c1ccccc1)c1ccc(/C=C(\C#N)c2nnc3n2CCCCC3)cc1[N+](=O)[O-]	-15.7%	-4.0%	-12.1%	-0.1	-11.2	·	-18.3%	3.7%
49	CCOc1ccc(OCC)c(Nc2cc(C)nc3nc(C)nn23)c1	9.9%	-22.5%	-1.6%	-1.4	-1.0	-0.7%	-28.1%	-12.8%
50	C[C@@H]1CCCCO[C@@H](CN(C)CC2CC2)[C@@H](C)CN([C@H](C)CO)C(=O)c2cc(N(C)C)ccc2O1	9.3%	8.3%	-6.4%	-2.3	8.8	-12.5%	-18.8%	6.8%
